Compound activity from PubChem.
Rat MKP-3 inhibitors: MKP-3 phosphatase inhibitors, primary screen, biochemical, rat enzyme, in vitro (AID 425); inhibition, % at 20 µM; hits with a dose series show IC50 in µM; 110,000 tested, 0.17% active; recombinant MKP-3 phosphatase activity, fluorescence; higher % means a stronger effect; in the data active = inhibition above about 50%;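 note: plate controls were vehicle for no effect and reference inhibitor for full effect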
Hsp70 displacement: small molecules displacing fluorescent ligand from Hsp70 – biochemical, fluorescence polarization, primary screen (AID 583); Hsp70 fluorescence polarization probe displacement, mP; higher % means a stronger effect; 140,000 tested, 0.06% active; displacement, % at 20 µM, or IC50 in µM where a hit was titrated; in the data active = displacement above about 50%;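 note: plate controls were vehicle for no effect and reference ligand for full effect; a part of the inactive calls stands beside numbers as strong as those of hits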
An asterisk follows results filed as active; . = not tested or not shown; & = joins results of further samples. This is a subset; rates above refer to the full screens.

SMILES	Rat MKP-3 inhibitors	Hsp70 displacement
CCN(CC)S(=O)(=O)c1cc([N+](=O)[O-])ccc1NNC(=O)Nc1ccc(Cl)c(Cl)c1	.	-8.1%
c1csc(-c2csc3ncnc(NCCCN4CCOCC4)c23)c1	-6%	3.1%
COc1ccc(C(=O)COc2ccccc2N2C(=O)C3C4C=CC(C4)C3C2=O)cc1 (stereo not drawn)	.	0.7%
COc1ccc(C2CC2/C(=N/OC(=O)c2cccs2)c2ccccc2)cc1 (stereo not drawn)	.	0.7%
Cc1ccc(C(=O)N/C(=C\c2cn(-c3ccccc3)nc2-c2ccc(F)cc2)C(=O)NCc2cccnc2)cc1	4%	-3.5%
O=C(NCc1cccs1)C1CCCN(S(=O)(=O)c2ccc3c(c2)OCO3)C1 (stereo not drawn)	5%	-2.8%
COC(=O)CSc1nnc(CNc2ccc(F)cc2)o1	24%	-4.9%
Cn1cnnc1SCC(=O)Nc1ccccc1	0%&-4%	-2.0%&0.4%
COc1ccc(OC)c(NC(=O)C2C3CC4OC(=O)C2C4C3)c1 (stereo not drawn)	3%	5.4%
COc1cc(/C=C2/SC(=S)N(CCC(=O)O)C2=O)cc(Br)c1O	10%	-5.1%
CCN(CC)C(=O)CSc1nnc([C@@H](NC(=O)OC(C)(C)C)C(C)C)o1	-7%	2.4%
O=C(/C=C/c1ccc(Cl)cc1)Nc1cccc([N+](=O)[O-])c1	5%	2.1%
Cc1ccc(CNC(=O)CCNC(=O)Cn2ccc3ccccc3c2=O)o1	5%	0.1%
Cc1c(NC(=O)C(C)Sc2ccc(Cl)cc2)c(=O)n(-c2ccccc2)n1C (stereo not drawn)	3%	0.8%
OCC#CCSc1nnc(-c2ccc(Br)cc2)o1	-6%	0.1%
O=C(Nc1ccc2ccccc2c1)c1cccnc1	-8%	0.4%
O=C(Nc1ccc(C(=O)N2CCOCC2)cc1)c1c(Cl)cccc1Cl	0%	0.4%
O=C(NCc1ccco1)C1CCN(S(=O)(=O)c2ccc(-n3cnnn3)cc2)CC1	-24%	-2.4%
COc1ccc(-c2cc(C(=O)Nc3ccc(F)c([N+](=O)[O-])c3)c3ccccc3n2)cc1OC	3%	-2.5%
O=C(NNC(=O)c1ccc(-c2ccccc2)cc1)Nc1ccccc1	-1%	-1.2%
CCOC(=O)Cc1nnc2c(Nc3ccc(Cl)cc3)nc3nonc3n12	3%	1.3%
O=C(NCc1ccncc1)c1c(F)c(F)c(F)c(F)c1F	-5%	1.5%
Nc1ccc2oc(-c3cccc(Cl)c3)nc2c1	3%	-3.6%
CC(=O)C1C(c2ccccc2F)c2c(noc2C)CC1(C)O (stereo not drawn)	2%	-2.9%
COc1ccc(CC(=O)N/N=C(\C)CC(=O)Nc2ccccc2C)cc1OC	2%	-3.7%
O=C(NCC(c1cccnc1)N1CCOCC1)c1cccc(Cl)c1 (stereo not drawn)	-3%	5.4%
Cc1ccc(NC(=O)C2CC(=O)N(c3ccc(Br)cc3)C2)cc1C (stereo not drawn)	4%	-9.9%
CC(C)c1ccc(NC(=O)CN(Cc2ccccc2)S(=O)(=O)c2ccccc2)cc1	-1%	2.0%
CC(=O)c1sc(NC(=O)c2c(F)cccc2F)nc1C	.	3.9%
C=CCc1ccc(OCC(O)CO)c(OC)c1 (stereo not drawn)	.	0.0%
CN1C(=O)CC(c2ccco2)Sc2ccccc21 (stereo not drawn)	10%	-0.4%
CCNC(=O)CC1C(=O)N(c2ccc(F)cc2)C(=O)N1Cc1ccccn1 (stereo not drawn)	9%	4.9%
Cc1ccc(-c2c(CCC(C)(O)c3ccccc3)oc3ccccc23)o1 (stereo not drawn)	7%	16%
C=CCNCCCCOc1ccc(OCC)cc1	.	5.2%
COn1c(SCc2cccc(Cl)c2)nc2ccccc2c1=O	.	6.5%
COc1cc(/C=C2\C(=O)NC(=O)N(c3ccc(C)cc3)C2=O)ccc1OCc1ccccc1	0%	4.9%
CC(C)NC(=O)C1CCCN(c2nnc(-n3cccc3)s2)C1 (stereo not drawn)	-2%	0.2%
O=C(NCCN1CCN(C(=O)Nc2ccccc2)CC1)Nc1ccccc1	-5%	3.2%
O=C(c1ccco1)N1CCN(S(=O)(=O)c2ccc(Oc3ccccc3)cc2)CC1	-8%	5.2%
CCOC(=O)N1CCN(c2nc(C)cc(C(F)(F)F)n2)CC1	0%	1.7%

Structural class: the compounds so far containing an aryl methoxy group (8)
SMILES	Rat MKP-3 inhibitors	Hsp70 displacement
COc1ccc(C(=O)COc2ccccc2N2C(=O)C3C4C=CC(C4)C3C2=O)cc1 (stereo not drawn)	.	0.7%
COc1ccc(C2CC2/C(=N/OC(=O)c2cccs2)c2ccccc2)cc1 (stereo not drawn)	.	0.7%
COc1ccc(OC)c(NC(=O)C2C3CC4OC(=O)C2C4C3)c1 (stereo not drawn)	3%	5.4%
COc1cc(/C=C2/SC(=S)N(CCC(=O)O)C2=O)cc(Br)c1O	10%	-5.1%
COc1ccc(-c2cc(C(=O)Nc3ccc(F)c([N+](=O)[O-])c3)c3ccccc3n2)cc1OC	3%	-2.5%
COc1ccc(CC(=O)N/N=C(\C)CC(=O)Nc2ccccc2C)cc1OC	2%	-3.7%
C=CCc1ccc(OCC(O)CO)c(OC)c1 (stereo not drawn)	.	0.0%
COc1cc(/C=C2\C(=O)NC(=O)N(c3ccc(C)cc3)C2=O)ccc1OCc1ccccc1	0%	4.9%

Going on with the list.
SMILES	Rat MKP-3 inhibitors	Hsp70 displacement
CCOC(=O)c1c(C)[nH]c(C(=O)COC(=O)c2cn(CC)c3nc(C)ccc3c2=O)c1C	-8%	4.7%
CC(C)(C)C1CCc2nc3ccccc3c(C(=O)O)c2C1 (stereo not drawn)	3%	0.5%
O=C(Nc1nc(-c2ccc(Cl)cc2Cl)cs1)c1cccc(Cl)c1	0%	1.1%
Cc1c(N2C(=O)CSC23C(=O)Nc2ccccc23)c(=O)n(-c2ccccc2)n1C (stereo not drawn)	-13%	-1.5%
Cc1cc(/C=C2\C(=O)NC(=S)N(c3cccc(Cl)c3Cl)C2=O)c(C)n1C	3%	-3.6%
NC12CC3CC(C1)CC(O)(C3)C2	-9%	5.0%
CC(=O)Nc1ccccc1NC(=O)C(F)(F)F	-12%	0.1%
O=S(=O)(c1ccc(Br)s1)N1CCN(c2ncccn2)CC1	.	-0.1%
O=C(CC1S/C(=N\N=C\c2cccs2)NC1=O)Nc1ccc(Cl)cc1Cl (stereo not drawn)	5%	-4.3%
C/C(=N/NS(=O)(=O)c1ccccc1)c1ccc(NC(=O)C(F)(F)F)cc1	-1%	5.7%
O=C(/C=C/c1ccc(Cl)cc1)Nc1ccc(N2CCCCC2)cc1	4%	-3.9%
COc1ccc(N(CC(=O)NCCSc2ccccn2)S(C)(=O)=O)cc1	.	-1.9%
COC(=O)CCC(=O)Nc1nc(-c2ccccc2)cs1	-6%	1.0%
CCOC(=O)c1c(C)oc2cc(Br)c(O)c(CN(C)C)c12	-2%	-1.8%
CC(C)CN(CC(C)C)c1nc(N)c(C#N)c(CC#N)c1C#N	-6%	-1.9%
O=C(CCCCn1c(=O)c2ccccc2n(CC(=O)Nc2cccc(F)c2)c1=O)NCc1ccco1	-3%	1.1%
COc1cc(CN2CCN(c3ccccc3F)CC2)cc(OC)c1O	-4%	-4.0%
CCSc1nc2c(c(=O)[nH]1)C(C(C)C)C(C#N)=C(N)O2 (stereo not drawn)	-8%	8.8%
O=C(CSc1nnc(-c2cccnc2)n1Cc1ccco1)c1ccc(Cl)c(Cl)c1	3%	-3.5%
COC(=O)C(C)Oc1cc2oc(=O)cc(-c3ccccc3)c2cc1Cl (stereo not drawn)	3%	-0.4%
CC(NC(=O)Cc1ccccc1)c1ccc(Cl)c(Cl)c1 (stereo not drawn)	0%	-1.4%
COc1ccc(N2C(=O)/C(=C\c3ccc4c(c3)OCO4)SC2=S)cc1	-2%	4.3%
COc1ccc(CNc2nc3ccccc3n2CCN2CCCCC2)c(OC)c1	1%	2.5%
CCn1c2ccccc2c2cc(/C=C(\C#N)C(N)=O)ccc21	6%	-8.3%
CCCc1nc(SCC(=O)N2CCCC2)c2ccccc2n1	-12%	-2.9%
O=C(Nc1ccc2c(c1)oc1ccccc12)C1CC1	2%	6.6%
C=C1CSc2nc(=O)c3c(C)c(C)sc3n21	-14%&4%	-1.5%&-2.7%
CN(c1ccccc1C(N)=O)S(=O)(=O)c1ccccc1	-1%	-1.6%
Cc1cc(Nc2ccccc2C(=O)O)nc2nc3ccccc3c(=O)n12	1%	2.7%
Cc1ccc(/C=C(\C#N)c2nc3ccccc3n2C)o1	4%	2.3%
Cc1cc(NC(=O)CN2CCCCC2C)no1 (stereo not drawn)	.	0.6%
Cc1cc(C)c(C(=O)CN2C(=O)CCC2=O)cc1C	7%	.
Cc1ccc(C(c2nnnn2C2CCCC2)N2CCN(c3nc4ccccc4s3)CC2)cc1 (stereo not drawn)	.	-2.1%
COC(=O)c1cccc(-n2[nH]nnc2=S)c1	.	4.6%
CC(=O)c1ccc(NC(=O)N2CCN(c3cccc(Cl)c3)CC2)cc1	-9%	4.2%
COc1ccc(CCN2C(=O)c3[nH]nc(-c4ccccc4O)c3C2c2ccc(C)cc2)cc1OC (stereo not drawn)	-12%	4.0%
Cc1ccc(N2CCCn3c2cc(C)c(C#N)c3=O)cc1C	.	7.6%
COC(=O)c1cc(NC(=O)Cc2ccccc2[N+](=O)[O-])cc(C(=O)OC)c1	4%	-1.4%
COc1ccccc1-c1n[nH]c(=S)n1-c1ccccc1	-7%	0.6%
COc1ccccc1NCN1C(=O)C2CCCCC2C1=O (stereo not drawn)	0%	0.9%

Entries of single compounds, looked up by structure.
`CC(NC(=O)Cc1ccccc1)c1ccc(Cl)c(Cl)c1` (stereo not drawn) across the screens: Rat MKP-3 inhibitors: 0%; Hsp70 displacement: -1.4%
`COc1ccccc1NCN1C(=O)C2CCCCC2C1=O` (stereo not drawn) across the screens: Rat MKP-3 inhibitors: 0%; Hsp70 displacement: 0.9%

Continuation.
SMILES	Rat MKP-3 inhibitors	Hsp70 displacement
Cc1cc(C)nc(Sc2c(C)n[nH]c2C)n1	-12%	-0.4%
CCCCOC(=O)c1ccc(NC(=O)c2cccc(Cl)c2Cl)cc1	-3%	-2.3%
COc1ccccc1N1C(=O)C2ON(c3ccccc3)C(c3ccc(N(C)C)cc3)C2C1=O (stereo not drawn)	-7%	-2.2%
CCOc1ccc(-n2cc(C(=O)Nc3cccc(OC)c3)c3cc(OC)c(OC)cc3c2=O)cc1	.	2.5%
O=C(O)c1ccccc1C1=Nc2ccc(O)cc2Oc2cc(O)ccc21	-1%	73%
Cc1ccc2nc(-c3ccc(NC(=O)c4ccco4)cc3)[nH]c2c1	-6%	-12%
CC1CCN(C(c2ccc(N(C)C)cc2)c2nnnn2C(C)(C)C)CC1 (stereo not drawn)	1%	3.9%
O=C(Cc1coc2ccc3ccccc3c12)Nc1nccs1	.	5.9%
CC/C(=N\O)C(C)(C)/[N+]([O-])=C/c1ccc(Br)cc1	-14%	1.0%
COCCNC(=O)C(c1cccc(OC)c1)N(Cc1cccs1)C(=O)Cn1nnc2ccccc21 (stereo not drawn)	-6%	-2.5%
CC(=O)c1cc(-c2ccc(F)cc2)n(CC(=O)NCc2cccs2)c1C	-2%	-5.4%
COc1cccc(-c2nc(N3CC(C)CC(C)C3)c3ccccc3n2)c1O (stereo not drawn)	-9%	2.7%
CCCCN(C(=O)Cn1nnc2ccccc21)C(C(=O)NCCOC)c1ccc(OC)cc1OC (stereo not drawn)	-12%	-0.8%
CC(=O)Nc1nonc1NC(C)=O	-16%	2.3%
O=[n+]1cc(-c2ccccc2)n([O-])c2c1CCC2	-1%	0.4%
Cc1cc(NCCC(C)C)n2nc(C)c(-c3ccccc3)c2n1	.	-4.6%
COc1ccc2oc(=O)c(C(=O)Nc3cccc(C(C)=O)c3)cc2c1	7%	0.7%
COc1ccc(C(=O)NCCn2cc(SCC(=O)Nc3cc(C)on3)c3ccccc32)cc1OC	-13%	-1.4%
CC(C)NC(=O)C1C(c2ccccc2)=C1c1ccccc1	4%	2.1%
O=C(c1ccc(CSCc2ccccc2F)o1)N1CCN(c2ccc(N3CCOCC3)nn2)CC1	-2%	-0.7%
CSc1nnc(CNC(=O)c2ccccc2)n1-c1ccc(F)cc1	-8%	6.0%
CCOc1ccc(/C=C2\C(=O)NC(=S)N(c3ccc(Br)cc3)C2=O)cc1Cl	5%	0.3%
COC(=O)C1=C(C)NC2=C(C(=O)c3ccccc32)C1c1ccc(-c2ccc(Cl)cc2)o1 (stereo not drawn)	3%	1.1%
CCOC(=O)C1CCN(C(=S)NC23CC4CC(CC(C4)C2)C3)CC1	-1%	2.6%
Cc1csc2nc(CNC(=O)c3ccco3)cn12	1%	-1.4%
O=C(Cn1ncc2c(=O)oc3ccccc3c21)N(Cc1ccco1)C1CCCCC1	6%	3.1%
Cc1ccc(N2/C(=N/c3nc(C)cc(C)n3)NC(=O)CC2C(=O)O)cc1 (stereo not drawn)	.	9.7%
COc1ccc(C2=C/C(=C/c3ccc([N+](=O)[O-])cc3)C(=O)O2)c(OC)c1	0%	2.7%
COc1ccc(S(=O)(=O)NCCSc2ccc(Cl)cc2)cc1OC	.	1.6%
Oc1ccccc1Nc1nc(NCC2CCCO2)c2ccccc2n1 (stereo not drawn)	-6%	-0.2%
C/C(=N\O)c1c(C)c2ccccc2n1C	-6%	-0.2%
COc1cc(S(=O)(=O)N(Cc2cccs2)CC2CCCO2)ccc1-n1cnnn1 (stereo not drawn)	-7%	-1.8%
